# TrxR1 substrate: rat thioredoxin reductase 1 substrate activity; O89049; purified TrxR1 substrate turnover, NADPH consumption readout; Potency, µM (series often up to 114 µM), for inactives: top-dose activity change, negative = substrate turnover; actives 0.01% (n = 390,000); AID 588456; note: % is set by controls: 0 for no effect and ±100 for the full control effect; nearly all actives have a fitted effect of over 50% in size
#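 Rat TrxR1, dispensed at 90 nM, was prereduced with 400 uM NADPH (final) for 5 min at ~22 deg C, then incubated with compound 15 min before 400 uM selenite. A first-read NADPH fluorescence drop versus no-compound background flagged substrates.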
# RXFP1 agonist: activates the human relaxin receptor RXFP1; Potency, µM (series often up to 57.5 µM), for inactives: top-dose activation, usual class: activators; Q9HBX9; HEK293T-RXFP1 cAMP TR-FRET, 30 min; response scale: percent of porcine relaxin response, buffer zero; actives 0.3% (n = 370,000); note: % is set by controls: 0 for no effect and ±100 for the full control effect; nearly all actives have a fitted effect of over 60% in size; many of its hits are not listed in these tables
#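 Agonist response is measured as cAMP accumulation in an RXFP1-transfected HEK293T line under PDE4 inhibition. Values are scaled between buffer-only and 29 nM porcine relaxin, and EC50s come from standard Hill equation fits.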
# USP1 inh: inhibitors of human USP1/UAF1 deubiquitinase; actives 0.23% (n = 390,000); Potency, µM (highest dose often 57.1 µM), without a hit: at the top dose activity change, negative = inhibition, hits mostly inhibitors; O94782; AID 743255; recombinant USP1/UAF1, Ub-Rhodamine cleavage fluorescence; note: % is set by controls: 0 for no effect and ±100 for the full control effect; nearly all actives have a fitted effect of over 60% in size; inactives centre near -12
# Target sequence (O94782 whole entry, looked up): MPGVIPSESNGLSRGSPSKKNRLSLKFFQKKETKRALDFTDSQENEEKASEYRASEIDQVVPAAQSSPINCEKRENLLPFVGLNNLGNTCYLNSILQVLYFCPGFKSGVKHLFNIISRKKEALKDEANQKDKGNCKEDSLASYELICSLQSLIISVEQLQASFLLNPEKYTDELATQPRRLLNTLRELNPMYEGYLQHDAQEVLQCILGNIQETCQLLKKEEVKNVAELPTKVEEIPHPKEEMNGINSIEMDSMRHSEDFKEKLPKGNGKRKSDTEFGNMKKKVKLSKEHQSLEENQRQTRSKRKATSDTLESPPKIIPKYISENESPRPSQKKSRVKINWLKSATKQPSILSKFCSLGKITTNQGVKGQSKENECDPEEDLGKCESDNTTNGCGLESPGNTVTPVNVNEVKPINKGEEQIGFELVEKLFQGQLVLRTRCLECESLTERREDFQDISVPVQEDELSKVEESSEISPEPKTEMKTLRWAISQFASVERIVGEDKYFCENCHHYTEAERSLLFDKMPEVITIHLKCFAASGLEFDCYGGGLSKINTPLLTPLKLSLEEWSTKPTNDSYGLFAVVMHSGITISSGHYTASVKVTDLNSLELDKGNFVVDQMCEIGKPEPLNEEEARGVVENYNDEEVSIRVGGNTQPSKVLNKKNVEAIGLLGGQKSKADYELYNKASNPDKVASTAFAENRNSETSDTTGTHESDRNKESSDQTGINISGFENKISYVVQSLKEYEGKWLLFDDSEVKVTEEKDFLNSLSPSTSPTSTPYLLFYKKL
#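 High-throughput fluorogenic screen: 1nM USP1/UAF1 complex, Ub-Rho substrate 150nM final, 50mM HEPES pH 7.8 with 0.5mM EDTA, 0.1 mg/ml BSA, 1mM TCEP and 0.01% Tween-20.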
# Vif-APOBEC3F blk: inhibitors of Vif-A3F interaction; HeLa A3F-eYFP + Vif (tagged APOBEC3F with the HIV-1 protein that degrades it), YFP fluorescence increase; Potency, µM (titrated, usually from 46.1 µM), for inactives: at the highest dose activity, negative = active; actives 0.2% (n = 390,000); AID 602313; note: % of control where 0% means no effect; nearly all actives have a fitted effect of over 65% in size
#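 HeLa cells stably expressing A3F-eYFP plus Vif, plated and incubated overnight at 37 deg C, then exposed to compounds overnight at 37 deg C. Blocked degradation read as raised yellow fluorescence (Ex 488/Em 500-530).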
# Vif-APOBEC3G blk: inhibitors of Vif-APOBEC3G interaction. HeLa A3G-eYFP + Vif (tagged APOBEC3G with the HIV-1 protein that degrades it), YFP fluorescence, overnight. actives 0.076% (n = 410,000). Q9HC16. Potency, µM (highest dose often 46.1 µM), for inactives: at the highest dose activity, negative = active, most hits filed as inhibitors;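 note: % is set by controls: 0 for no effect and ±100 for the full control effect; nearly all actives have a fitted effect of over 60% in size; hits raise eYFP signal because A3G escapes Vif-driven loss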
#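 Read-out is eYFP fluorescence (Ex 488/Em 500-530) from Vif-expressing HeLa A3G-eYFP cells; more signal means A3G escaped Vif-mediated degradation. Cells plated overnight, compound pinned in, incubated overnight at 37 deg C.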
# ALOX12 inh: blocks human arachidonate 12S-lipoxygenase. P18054. purified 12hLO, xylenol orange hydroperoxide absorbance. Potency, µM (top dose mostly 108 µM), for the others: top-dose activity change, negative = inhibition, hits mostly inhibitors. actives 1.1% (n = 580,000); note: % is set by controls: 0 for no effect and ±100 for the full control effect
#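 Hydroperoxide product was detected by ferrous iron/xylenol orange as the 573 to 405 nm absorbance ratio. Arachidonic acid at 40 uM (final) was turned over for 30 min at room temperature by 150 nM human 12hLO, pH 7.0 Hepes buffer, after 15 min compound preincubation.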
# RGS4 inhibitor: blocks human RGS4-accelerated GTP hydrolysis | P49798 | Transcreener GDP fluorescence polarization, RGS4-accelerated GTP hydrolysis | Potency, µM (top dose mostly 114 µM), for inactives: at the top dose activity change, negative = inhibition, hits mostly inhibitors | actives 0.039% (n = 390,000) | AID 504845; note: % is set by controls: 0 for no effect and ±100 for the full control effect; nearly all actives have a fitted effect of over 75% in size; some results filed as inactive show a strong effect at the top dose
# Target sequence (P49798 whole entry, looked up): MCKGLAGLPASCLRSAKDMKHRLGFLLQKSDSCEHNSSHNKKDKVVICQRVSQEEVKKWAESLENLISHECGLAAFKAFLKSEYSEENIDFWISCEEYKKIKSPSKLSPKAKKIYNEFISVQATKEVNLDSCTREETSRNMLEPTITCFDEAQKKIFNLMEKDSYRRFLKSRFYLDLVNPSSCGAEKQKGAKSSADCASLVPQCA
#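 MLSMR compounds (23 nl, pin-transferred) preincubated 10 min at room temperature with a 500nM (2x) first reagent, then RGS4 at 900nM (2x) plus Transcreener GDP mix added; fluorescence polarization (620/688 nm) read before and after 90 min at 30 °C.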
# rTrxR1 inhibitor: rat TrxR1 inhibition. O89049. recombinant rTrxR1, NADPH fluorescence consumption, selenite substrate. Potency, µM (top dose mostly 114 µM), for the others: at the highest dose activity change, negative = inhibition, usual class: inhibitors. actives 1% (n = 390,000); note: % is set by controls: 0 for no effect and ±100 for the full control effect; nearly all actives have a fitted effect of over 65% in size
#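 Rat TrxR1 (90 nM in the dispensed reagent) was pre-reduced with 400 uM NADPH for 5 min at room temperature, then incubated with compound for 15 min. After 400 uM selenite was added, NADPH fluorescence (Ex 340/Em 450 nm) was followed for 8 min.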
# mIDH1 inhibitor: blocks human mutant IDH1 R132H enzyme; actives 0.093% (n = 390,000); IDH1-R132H enzyme, NADPH consumption, diaphorase/resazurin fluorescence; Potency, µM (doses to about 76.6 µM), for the others: top-dose activity change, negative = inhibition, actives largely listed as inhibitors; O75874; note: % is set by controls: 0 for no effect and ±100 for the full control effect; nearly all actives have a fitted effect of over 65% in size
#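 IDH1-R132H (0.5 ug/mL dispensed) in pH 7.5 Tris buffer was preincubated 30 min with compound, then given a substrate mix of 0.016 mM NADPH and 2 mM alpha-KG for 80 min at room temperature; remaining NADPH was read by diaphorase/resazurin fluorescence.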
# * hit, by the source's call; ? = inconclusive; . = no result given; & = joins results of further samples; [ ] = another dose, or the depositor's remark. Calls come from the whole dose curve; as a rule, active = well fitted curve in the direction sought with a large enough effect; inconclusive = small, poorly fitted or top-dose-only effect, or another doubt; inactive = no such curve, though single readings can be large; an effect the other way counts as inactive or inconclusive. Potency is the fitted concentration of half-maximal effect.
SMILES,TrxR1 substrate,RXFP1 agonist,USP1 inh,Vif-APOBEC3F blk,Vif-APOBEC3G blk,ALOX12 inh,RGS4 inhibitor,rTrxR1 inhibitor,mIDH1 inhibitor
CC(=O)Nc1cc(NC(C)=O)cc(C(=O)N2CCCC3CCCCC32)c1 (stereo not given),7%,-0.3%,-24%,-21%,2%,-5%,-15%,8%,14%
O=C(CSc1nnc(-c2ccccc2)n1-c1ccccc1)c1cccs1,1%,-0.7%,-5%,2%,-7%,-13%,-19%,7%,-1%
COc1cc(C(=O)O/N=C(\N)c2ccccn2)cc(OC)c1OC,1%,0.0%,-15%,-5%,-3%,0%,9%,15%,4%
CCCC(C)NC(=S)Nc1cc(C)cc(C)c1 (stereo not given),10%[57.1 µM],2.1%,-8%,2%,6%,3%,25%,4%[57.1 µM],7%
CC(C)c1ccc(NS(=O)(=O)c2ccc3[nH]cc(C(=O)NC4CCCC4)c(=O)c3c2)cc1,-8%,-0.9%,-22%,1%,-9%,?,-27%,12%,-11%
COC(=O)c1cc2occc2n1CC(=O)Nc1ccc(C)cc1C,7%[57.1 µM],3.6%,-3%,-1%,0%,-15%,14%,9%[57.1 µM],1%
O=C(C1CCN(Cc2ccccc2)CC1)N1CCCC1,15%[57.1 µM],-3.5%,0%,-4%,-2%,-5%,16%[11.4 µM],21%[57.1 µM],5%
O=C1CCN(Cc2ccccc2)CCN1[C@H](CO)Cc1ccccc1,0%&2%&6%,-2.9%,-4%,0%,2%&1%&-2%,0%,3%,17%&10%&10%,-11%
Cc1cc(C)nc(SCC(=O)NN)n1,-8%,-0.5%,-18%,-2%,-6%,8%,0%,-2%,-4%
CCOC(=O)N1CCN(c2ncnc3c2[nH]c2ccc(F)cc23)CC1,23%,1.5%,-14%,1%,1%,-16%,-37%,8%,5%
O=C(O)CNc1nc(-c2ccccc2)nc2ccccc12,-5%,3.7%,-9%,0%,0%,5%,2%,-17%,4%
COCCn1c(C)cc(C2=NNC(=NC3CC3)SC2)c1C,9%[57.1 µM],-1.1%,-16%,-27%,3%,-11%,-17%,-40%,0%
CC(=O)N(C)c1ccc(NC(=O)/C=C/c2ccccc2Cl)cc1,-1%[57.1 µM],0.0%,-27%,0%,-7%,155%[activator],-29%,19%[57.1 µM],11%
C[C@H](CO)N1C[C@H](C)[C@@H](CN(C)C(=O)Nc2ccccc2)Oc2ccc(NS(=O)(=O)c3ccc(F)cc3)cc2C1=O,1%[57.1 µM],.,-14%,-5%,0%,-1%,-9%,1%[57.1 µM],-9%
CC(=O)Nc1ccc(S(=O)(=O)c2ccc(N)cc2)cc1,-2%,2.7%,-28%,-6%,0%,-7%,-7%,-3%,-11%
CCCNS(=O)(=O)c1ccc(OCC(=O)NCc2ccc3c(c2)OCO3)cc1,1%[57.1 µM],1.7%,-7%,2%,0%,-1%,-10%,-6%[57.1 µM],6%
COCCCNC(=O)CN(c1cc(C(F)(F)F)ccc1Cl)S(C)(=O)=O,-9%,2.0%,-7%,-20%,-1%,8%,1%,-14%,0%
O=C(CN1CCOCC1)Nc1ccccc1Sc1ccccc1,-8%,-1.4%,-11%,-15%,-9%,-3%,-2%,-14%,2%
Nc1ccc(S(=O)(=O)O)cn1,7%&1%&-7%,-0.7%&-0.3%&-0.1%,?,?,-7%&0%&0%,8%&4%&-6%,4%&15%&1%,23%&14%&-13%,6%&-2%&0%
Cc1cccc(-n2c(Cc3cc(=O)[nH]c(=O)[nH]3)nnc2SCC(=O)NCc2ccco2)c1,21%[57.1 µM],.,-10%,2%,1%,-15%,-47%,-8%[57.1 µM],5%
O=C(CN1CCCC1)Nc1ccc(F)c(Cl)c1,1%,-0.7%,-14%,-7%,1%,?,6%,22%,0%
COCCNC(=S)N1CCN(c2nc(-c3cccc(OC)c3)cs2)CC1,6%,1.2%,-19%,2%,-2%,15%,-28%,16%,7%
COc1ccc(N2CC(NC(=O)COc3ccc(F)cc3)CC2=O)cc1OC (stereo not given),2%[57.1 µM],-0.7%,?,.,.,-9%,-6%,10%[57.1 µM],.
CCCCNC(=O)Nc1ccccc1C(=O)NCc1ccco1,12%,2.9%,6%,3%,2%,-11%,8%,7%,2%
COc1ccccc1C1c2ccc3ccccc3c2Oc2ncn(CCCO)c(=N)c21 (stereo not given),5%,-1.6%,2%,-7%,-7%,.,9%,6%,-3%
N=c1n(CCO)c2ccccc2n1Cc1ccccc1Cl,-10%,-0.6%,-3%,0%,-7%,0%,9%,-3%[57.1 µM],-3%
CCC(C)C(NC(N)=O)C(=O)Nc1ccc(OCc2ccccc2)cc1 (stereo not given),8%,-0.6%,-6%,3%,-2%,-11%,-1%[11.4 µM],33%,-5%
CCCCc1ccc(NC(=S)NCc2cccc(OC)c2)cc1,-16%,2.3%,-12%,0%,1%,?,11%,-25%,0%
Cc1cc(NC(=O)c2ccc(S(=O)(=O)Nc3ccccc3)cc2)no1,1%,-2.4%,-9%,-6%,-4%,?,24%,25%,0%
COCCSc1nnc(NC(=O)c2ccc3c(c2)OCO3)s1,-6%,3.8%,-13%,-1%,0%,-7%,-6%,-7%,4%
Cc1nc(N2N=C(c3ccc(Cl)cc3)CC2c2ccco2)sc1C(=O)N(C)C (stereo not given),55%,23%,-9%,-1%,-5%,?,-19%,23%[57.1 µM],4%
O=C(O)c1ccc(/C=N/NC(=O)c2ccc3c(c2)OCCO3)cc1,-16%,-0.2%,-18%,-13%,3%,2%,-14%,-3%,-7%
COc1cc(-c2cc(-c3ccc(F)cc3)nc(N)c2C#N)ccc1O,1%,-0.1%,-10%,-14%,-4%,?,2%,7%[57.1 µM],0%
NC(=O)c1cc(-c2ccccc2)nc(N2CCOCC2)n1,5%[57.1 µM],-0.2%,-8%,-3%,0%,11%,-5%,2%[57.1 µM],4%
Cc1ccc(C(N)=S)c(C)c1,-10%,0.1%,2%,6%,0%,0%,10%[11.4 µM],9%[57.1 µM],3%
C#CCSc1nnc(-c2sc3ccccc3c2Cl)o1,4%,0.5%,-16%,-10%,-7%,4%,-17%,-15%,5%
CN(C)CC1CCCCC1OC(=O)c1ccc(S(=O)(=O)N(C)c2ccccc2)cc1 (stereo not given),-15%,3.7%,-7%,5%,3%,-21%,-12%,-15%,-3%
CCS(=O)(=O)Nc1ccc(C2=NN(S(=O)(=O)c3ccc(F)cc3)C(c3ccco3)C2)cc1 (stereo not given),4%,0.3%,-11%,?,-19%,?,-5%,?,9%
COC(=O)c1c(C)[nH]c(C(=O)C(C)OC(=O)C2CC(=O)N(c3ccc(C)cc3)C2)c1C (stereo not given),-7%,0.4%,-16%,2%,1%,94%[activator],8%,15%,-4%
C=CCOC(=O)C1C(=O)CC(C)(O)C(C(=O)OCC=C)C1c1ccc(OC)cc1 (stereo not given),-6%,0.0%,-14%,-9%,-1%,0%,-2%[11.4 µM],10%[57.1 µM],1%
O=S(=O)(NCCCN1CCOCC1)c1ccc2c(c1)OCCO2,12%[57.1 µM],-1.1%,-19%,-20%,1%,-2%,-4%,28%[57.1 µM],-1%
COc1ccc(-c2oc3ncn4nc(-c5ccccc5O)nc4c3c2-c2ccc(OC)cc2)cc1,16%,0.0%,-25%,3%,0%,-10%,-21%,10%,4%
O=C(CCn1c(=O)oc2ccccc21)NCc1ccco1,3%,2.5%,-8%,3%,-1%,13%,-9%,-4%[57.1 µM],2%
Cc1ccc2nc(-c3ccc(NC(=O)C(C)N4C(=O)c5ccccc5C4=O)cc3)sc2c1 (stereo not given),-6%,-0.3%,-9%,7%,-1%,2%,-21%,-7%,-1%
CC(Oc1ccc(Cl)cc1)c1ccnn1S(=O)(=O)c1ccc(Cl)cc1 (stereo not given),2%[57.1 µM],-0.1%,-19%,1%,-3%,18%,-24%,17%[57.1 µM],-3%
COCCN(Cc1ccccc1)C(=O)C1CCN(S(=O)(=O)c2ccc(OC)c(OC)c2)CC1,-7%,0.2%,-4%,6%,2%,-25%,-9%,5%,7%
COc1ccc(C2(CNC(=O)c3ccccc3)CCOCC2)cc1,2%[57.1 µM],-0.4%,?,3%,2%,?,2%,7%[57.1 µM],8%
COc1ccc(-c2c(C#N)c(N)n(N)c(=O)c2C#N)cc1Cl,1%[57.1 µM],-0.4%,-5%,-20%,-2%,10%,-16%,-14%,-6%
O=C1CCCCCC1C1(O)C(=O)Nc2ccc(Br)cc21 (stereo not given),1%,0.0%,-21%,0%,3%,0%,-40%[56.9 µM],15%,5%
CCOc1cccc(CNCCO)c1OCc1ccc(Cl)cc1Cl,-6%,2.0%,-17%,7%,0%,-14%,11%,-6%,4%

# Looked up above:
# Entry for CCS(=O)(=O)Nc1ccc(C2=NN(S(=O)(=O)c3ccc(F)cc3)C(c3ccco3)C2)cc1 (stereo not given) under mIDH1 inhibitor: 9%
# Entry for O=C1CCCCCC1C1(O)C(=O)Nc2ccc(Br)cc21 (stereo not given) under Vif-APOBEC3G blk: 3%
# Entry for COCCN(Cc1ccccc1)C(=O)C1CCN(S(=O)(=O)c2ccc(OC)c(OC)c2)CC1 under USP1 inh: -4%

# Screening data as filed in PubChem.

# This is a subset (hit frequency here may not be typical).
